# Mtb RmlCD inh – inhibitors of Mycobacterium tuberculosis RmlC and RmlD coupled enzymes; P9WH09+P9WH11; RmlC+RmlD coupled enzyme assay, percent inhibition; primary screen in compound mixtures; inhibition, % at 3.6 µM; 160,000 compounds, 0.03% hits; AID 1533; in the data active = inhibition mostly above about 34%, no sharp cut-off; also: some results filed as inactive read as strong as hits
# Target sequence (P9WH09 whole entry, looked up): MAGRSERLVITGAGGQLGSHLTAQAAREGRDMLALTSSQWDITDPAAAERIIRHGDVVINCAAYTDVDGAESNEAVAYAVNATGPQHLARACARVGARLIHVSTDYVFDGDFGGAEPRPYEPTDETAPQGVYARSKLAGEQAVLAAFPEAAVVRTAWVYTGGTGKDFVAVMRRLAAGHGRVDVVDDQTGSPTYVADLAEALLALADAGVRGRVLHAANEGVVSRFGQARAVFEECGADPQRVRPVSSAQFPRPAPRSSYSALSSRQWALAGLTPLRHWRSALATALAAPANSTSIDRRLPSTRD
# Target sequence (P9WH11 whole entry, looked up): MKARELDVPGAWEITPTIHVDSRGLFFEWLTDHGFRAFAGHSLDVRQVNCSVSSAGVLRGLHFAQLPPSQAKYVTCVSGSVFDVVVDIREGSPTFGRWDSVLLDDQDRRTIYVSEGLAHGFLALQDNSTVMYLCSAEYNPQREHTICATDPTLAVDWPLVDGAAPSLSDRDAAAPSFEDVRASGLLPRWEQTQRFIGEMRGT
# GlmU inhibition – inhibition of mycobacterial GlmU enzyme – biochemical, glucosamine-1-phosphate acetyltransferase (AID 1376); 220,000 compounds, 0.25% hits; one-dose inhibition, %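 (tested at 30 µM in the primary screen)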; IC50 in µM for titrated hits; M. tuberculosis GlmU acetyltransferase enzyme assay; higher % means a stronger effect; in the data active = inhibition above about 13%;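 also: 0% = complete reaction with vehicle and 100% = reaction without substrate; strong numbers were not always called active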
# * hit, by the source's call; / = not tested or not shown. Only part of the results is shown; count on the stated rates, not on these rows.
SMILES,Mtb RmlCD inh,GlmU inhibition
CCCc1nc2scc(-c3ccc(C)cc3)c2c(=O)n1N,/,1.8%
CCCCCC(=O)Nc1cccc(-c2nc3ncccc3o2)c1,29,-3.9%
Cc1ccc(C(=O)NC(=S)NCC2CCCO2)cc1Br (configuration not stated),-15,7.1%
Cn1c(CNC(=O)OC(C)(C)C)n[nH]c1=S,-8,4.2%
O=C(CN1C(=O)c2ccccc2C1=O)OC(C(=O)c1ccc(Cl)cc1)c1ccccc1 (configuration not stated),/,0.8%
COc1cccc(OC2OC3COC(C)(C)OC3C(O)C2NC(C)=O)c1 (configuration not stated),/,2.4%
Cc1ccc(S(=O)(=O)Nc2ccncc2)c(C)c1N(C)S(=O)(=O)c1ccc(Cl)cc1,-11,1.7%
CCN(CC)Cc1ccccc1Sc1ccccc1,-5,-3.4%
CCOC(=O)NNC(=S)Nc1c(C)n(C)n(-c2ccccc2)c1=O,8,/
COc1ccc(CNC(=O)c2ccc[nH]2)cc1Cl,9,-0.7%
NC(=O)c1ccc(-c2csnn2)cc1,5,3.0%
CC(O)CNc1cnccn1 (configuration not stated),-6,-3.0%
O=Cc1cn(Cc2cccc([N+](=O)[O-])c2)c2ccccc12,4,-0.4%
O=C(CSc1nnc(NC(=O)c2ccc3c(c2)OCO3)s1)NCc1ccco1,-4,2.8%
Cc1cc(C(C)(C)C)oc1C(=O)N(CC(=O)NC1CCCC1)c1ccc(F)cc1,5,-1.5%
COC(=O)c1cccc(C23CC4(C2)[C@H](CN(C)[C@@H]4c2ccccc2)C3c2ccc(C(F)(F)F)cc2)c1 (some centres not stated),/,-3.1%
Cc1cc(/C=N/Nc2ccc([N+](=O)[O-])cn2)c(C)n1-c1ccc(C(=O)O)cc1,-3,18%*
Cc1ccc(C(=O)CSc2nnc(-c3ccccc3)n2-c2ccccc2)o1,7,0.1%
CC(C)c1ccccc1NC(=O)CCc1nc2ccccc2s1,7,2.2%
Cc1[nH]n(-c2ccccc2)c(=O)c1C(=O)c1ccc([N+](=O)[O-])cc1,-9,-0.1%
O=C(CSc1nc2ccccc2n1S(=O)(=O)c1cccc([N+](=O)[O-])c1)NCCc1ccccc1,/,3.5%
CCOC(=O)C1CCN(c2c(NCCCN(CC)Cc3ccccc3)c(=O)c2=O)CC1,10,-4.4%
COCc1nnc(NC(=O)c2ccco2)s1,3,5.2%
N=c1sccn1Cc1ccc(Cl)cc1Cl,-2,-3.2%
CCNC(=O)CC1C(=O)N(CC)C(=S)N1NC(=O)c1ccccc1 (configuration not stated),/,3.9%

# Sorted by length of the SMILES (largest number first): 3 of the compounds above
SMILES,Mtb RmlCD inh,GlmU inhibition
Cc1cc(/C=N/Nc2ccc([N+](=O)[O-])cn2)c(C)n1-c1ccc(C(=O)O)cc1,-3,18%*
O=C(CN1C(=O)c2ccccc2C1=O)OC(C(=O)c1ccc(Cl)cc1)c1ccccc1 (configuration not stated),/,0.8%
COc1cccc(OC2OC3COC(C)(C)OC3C(O)C2NC(C)=O)c1 (configuration not stated),/,2.4%

# Next part.
SMILES,Mtb RmlCD inh,GlmU inhibition
O=C(Cc1ccccc1)N/N=C/C=C/c1cccc([N+](=O)[O-])c1,1,-0.5%
COc1ccc(/C=N/OCC(=O)N=Nc2c(O)[nH]c3ccc(Br)cc23)cc1,-10,-1.4%
Cc1nn(-c2ccccc2)c2sc(C(=O)OCN3C(=O)c4ccccc4C3=O)cc12,/,2.9%
CCCCc1ccc(/C=C2\C(=O)ON=C2c2ccccc2)s1,-12,3.9%
COc1cc(CC(NC(C)=O)C(=O)NC2CCN(c3c(Cc4ccccc4)c(C)nc4ncnn34)CC2)cc(OC)c1 (configuration not stated),-8,4.7%
CCn1c2c(c(=N)c3c1CCC3)CCCC2,/,-2.5%
c1ccc(Oc2nc(-c3cccnc3)nc3ccccc23)cc1,6,6.2%
CC1CN(O)C2CCc3c(no[n+]3[O-])C12O (configuration not stated),-2,-5.4%
CCCS(=O)(=O)c1c(S(=O)(=O)CCC)c2c(N)cccn2c1C(=O)c1ccc(F)cc1,/,0.2%
O=C(COC(=O)c1ccccn1)NCc1ccccc1Cl,9,-6.1%
COc1ccccc1CNC(=O)C1CCCN(S(C)(=O)=O)C1 (configuration not stated),2,0.3%
Cc1c(NC(=S)NC(=O)CCc2ccccc2)c(=O)n(-c2ccccc2)n1C,-11,-2.4%
O=C(NC(=S)NNC(=O)c1ccccc1F)c1cccnc1,12,3.9%
O=C(CCN1CCc2ccccc2C1)Nc1ccc(F)c(F)c1,-2,-1.6%
Cc1cccc(CCNC(=O)CCCOc2cc(=O)n(C)c3ccccc23)c1,3,1.0%
CC1(C)Oc2nc3ccccc3n2/C1=C\C#N,/,2.3%
O=C(CN1C(=O)NC(Cc2c[nH]c3ccccc23)C1=O)NC1CC1 (configuration not stated),14,-4.4%
COc1cc(CNCCC2CCOC(C)(C)C2)ccc1O (configuration not stated),-16,-5.8%
O=S(=O)(N/N=C\c1c(F)cccc1Cl)c1ccc(Cl)cc1,-6,-0.1%
CCn1ncc(/C=N\NC(=O)COc2cc(C)cc(C)c2)c1C,8,1.5%
c1ccc(CN2OCC3Cn4c(nc5ccccc54)C32)cc1 (configuration not stated),-2,3.7%
O=C(O)CSc1nnc(CNc2ccc(F)cc2)n1-c1ccccc1,4,-0.4%
COc1ccc2nc(NC(=O)CC3Oc4ccccc4NC3=O)sc2c1 (configuration not stated),4,0.2%
CCOc1cc(CNCc2cccs2)ccc1OCC(=O)NC(C)(C)C,6,4.4%
O=C(CSc1n[nH]c(=O)n1C1CC1)c1ccc(F)cc1,-14,1.1%
# Remaining list, next part.
SMILES,Mtb RmlCD inh,GlmU inhibition
CCN(CC)c1ncnc2c1[nH]c1ccccc12,-1,2.9%
CC1(CCc2ccccc2)NC(=S)N(c2ccc(Cl)cc2)N1 (configuration not stated),-9,4.8%
O=C(COC(=O)c1ccc(F)cc1)Nc1cc(S(=O)(=O)N2CCOCC2)ccc1N1CCCC1,-5,-2.8%
COc1ccc2c(CC(=O)NC3CCCc4ccccc43)coc2c1 (configuration not stated),9,-5.0%
COc1ccc(CNCC(O)COc2ccc(C)cc2[N+](=O)[O-])cc1 (configuration not stated),-10,0.4%
COc1cccc(NS(=O)(=O)c2ccc3c(c2)C2C=CCC2C(c2ccc(C(=O)O)cc2)N3)c1 (configuration not stated),-8,13%*
C(/C=C/c1ccco1)=N/N1CCN(c2ccccc2)CC1,/,1.2%
O=C(OCCN(C1=NS(=O)(=O)c2ccccc21)c1ccccc1Cl)c1ccc(Cl)cc1,21,8.3%
CC(C)CN(Cc1cc2ccccc2[nH]c1=O)C(=O)c1cccnc1,6,-2.9%
CCn1c(N)c(C(=O)NCCOC)sc1=S,-11,1.4%
CSc1nsc(SC)c1C(=O)OCC(F)(F)F,/,-4.1%
CCn1c(=O)cc(SCC(=O)Nc2cccc(SC)c2)c2ccccc21,0,-4.1%
CCOC(=O)C1CCN(C(=O)c2cccc(NS(=O)(=O)c3ccc(F)c(F)c3)c2)CC1,-3,-7.3%
Cc1ccc(-c2cc(C(=O)Nc3cnn(C(C)C)c3)no2)cc1,/,0.4%
CC(=O)Nc1ccc(S(=O)(=O)Oc2ccc(C(=S)N3CCCCC3)cc2)cc1,6,-4.3%
CCC(C)NS(=O)(=O)c1ccc(NC(=O)C2CCCO2)cc1 (configuration not stated),4,-3.6%
COCCn1c(-c2ccc(C#N)cc2)nc2c1c(=O)[nH]c(=O)n2Cc1ccccc1,-9,5.2%
CN(C)/C=C1\NC(=S)N(c2ccc(Cl)cc2)C1=O,-8,-2.8%
CCOC(=O)c1sc(NS(=O)(=O)c2ccc(NC(C)=O)cc2)nc1C,-9,3.1%
CSc1ccc(CN2CCN(C(=O)COc3cccc(C)c3)CC2)cc1,-3,-2.6%
O=C(c1ncc[nH]1)c1ccccc1C(=O)N1CCOCC1,15,2.2%
Nc1ccc(S(=O)(=O)Nc2nccc(/C=C/c3ccccc3F)n2)cc1,4,2.7%
O=Cc1cn(CC(O)CN2CCCCC2)c2ccccc12 (configuration not stated),11,-6.0%
COc1ccc(-c2csc(CCn3nc(C)cc3C)n2)cc1,6,4.9%
CCCCCn1c(NC(=O)c2ccco2)c(S(=O)(=O)c2ccc(C)cc2)c2nc3ccccc3nc21,-8,-4.8%

# Fetched by compound from above:
SMILES,Mtb RmlCD inh,GlmU inhibition
COc1ccc(-c2csc(CCn3nc(C)cc3C)n2)cc1,6,4.9%
O=Cc1cn(CC(O)CN2CCCCC2)c2ccccc12 (configuration not stated),11,-6.0%

# (list continues)
SMILES,Mtb RmlCD inh,GlmU inhibition
Cc1ccccc1S(=O)(=O)Cc1ccc(C(=O)N2CCN(c3ccc(F)cc3)CC2)o1,/,-10%
CC(=O)c1sc(NC(=O)COc2ccc(Cl)cc2C)nc1C,14,/
C=C(C)c1ccc(C(C)(C)NC(=O)NCc2ccco2)cc1,/,-6.4%
C=CCNC(NC(=O)c1ccccc1)(C(=O)OCC)C(F)(F)F (configuration not stated),-2,-2.3%
O=C(CSc1nnc2n1CCCN2)c1ccc(Cl)cc1,7,-3.4%
c1ccc(-c2csc(-c3ccncc3)n2)cc1,-5,3.5%
c1ccc(OCCOCCN2CCN(C(c3ccccc3)c3ccccc3)CC2)cc1,/,-5.3%
Nc1nc(CSC(=S)N2CCCCC2)nc(Nc2ccccc2)n1,-6,5.2%
CCCCNC(=O)CNC(=S)N(Cc1cc(OC)c(OC)c(OC)c1)C1CCCC1,6,3.0%
C/C(=N\Nc1ccc([N+](=O)[O-])cc1)c1ccc2c(c1)OCO2,/,5.0%
OCC(CO)(CO)NC(=S)Nc1cc(Cl)cc(Cl)c1,8,-2.6%
CC(=O)Nc1ccc(NC(=O)COc2ccc3c(c2)CCC3)cc1,15,4.7%
CCn1c(CNC(=O)c2ccco2)nnc1SCC(=O)c1ccccc1,-6,-2.9%
COc1cccc(C2=NOC(C(=O)Nc3cccc(C(C)=O)c3)C2)c1OC (configuration not stated),-10,-3.4%
O=C(Nc1cccc2ccccc12)N1CCN(c2ncccn2)CC1,-7,2.9%
Cc1cc2c(n1-c1ccc(C(N)=O)cc1)CC(C)(C)CC2=O,/,-3.9%
CC(=O)N/C(=C\c1ccc(Br)s1)C(=O)O,16,2.7%
Cc1ccnc(N2C3CCC2CC(O)(c2ccccc2)C3)n1 (configuration not stated),8,4.1%
CCCCSc1cc(=O)n(-c2ccccc2)nc1C(=O)OCC,2,-3.5%
COc1ccccc1-c1cc(C(F)(F)F)nc(S(=O)(=O)CCCC(=O)Nc2cccnc2Cl)n1,1,0.0%
COCCn1nnnc1SCC(=O)N1CCCCC1,1,6.0%
CC(C)(C)NS(=O)(=O)c1ccc(OCC(=O)N2CCN(Cc3ccccc3)CC2)cc1,11,7.8%
CN(C)CCN1C(=O)c2oc3ccc(Cl)cc3c(=O)c2C1c1cccc(Br)c1 (configuration not stated),-3,3.6%
Cc1nc(CN2CCCCC2)cc(=O)[nH]1,13,-2.8%
Cc1ccc(-n2c(SCC(=O)NNC(=S)Nc3ccccc3)nc3ccccc3c2=O)cc1,-13,5.8%

# In the list so far, these have an aryl methoxy group.
SMILES,Mtb RmlCD inh,GlmU inhibition
COc1cccc(OC2OC3COC(C)(C)OC3C(O)C2NC(C)=O)c1 (configuration not stated),/,2.4%
COc1ccc(CNC(=O)c2ccc[nH]2)cc1Cl,9,-0.7%
COc1ccc(/C=N/OCC(=O)N=Nc2c(O)[nH]c3ccc(Br)cc23)cc1,-10,-1.4%
COc1cc(CC(NC(C)=O)C(=O)NC2CCN(c3c(Cc4ccccc4)c(C)nc4ncnn34)CC2)cc(OC)c1 (configuration not stated),-8,4.7%
COc1ccccc1CNC(=O)C1CCCN(S(C)(=O)=O)C1 (configuration not stated),2,0.3%
COc1cc(CNCCC2CCOC(C)(C)C2)ccc1O (configuration not stated),-16,-5.8%
COc1ccc2nc(NC(=O)CC3Oc4ccccc4NC3=O)sc2c1 (configuration not stated),4,0.2%
COc1ccc2c(CC(=O)NC3CCCc4ccccc43)coc2c1 (configuration not stated),9,-5.0%
COc1ccc(CNCC(O)COc2ccc(C)cc2[N+](=O)[O-])cc1 (configuration not stated),-10,0.4%
COc1cccc(NS(=O)(=O)c2ccc3c(c2)C2C=CCC2C(c2ccc(C(=O)O)cc2)N3)c1 (configuration not stated),-8,13%*
COc1ccc(-c2csc(CCn3nc(C)cc3C)n2)cc1,6,4.9%
CCCCNC(=O)CNC(=S)N(Cc1cc(OC)c(OC)c(OC)c1)C1CCCC1,6,3.0%
COc1cccc(C2=NOC(C(=O)Nc3cccc(C(C)=O)c3)C2)c1OC (configuration not stated),-10,-3.4%
COc1ccccc1-c1cc(C(F)(F)F)nc(S(=O)(=O)CCCC(=O)Nc2cccnc2Cl)n1,1,0.0%

# Following part
SMILES,Mtb RmlCD inh,GlmU inhibition
Cc1ccc(Cl)cc1N1CCN(C(=O)CSc2ccsc2[N+](=O)[O-])CC1,2,0.5%
C/C(=N\NC(=O)C(N)=O)c1ccc(O)cc1O,7,0.7%
Cn1cc(CN2CCN(Cc3ccc4c(c3)OCO4)CC2)c(-c2ccccc2F)n1,10,6.4%
Cc1ccc(C(=O)COC(=O)CNC(=O)c2cccs2)cc1C,7,1.9%
COC(=O)c1sc(NC(=S)NC(=O)c2cccc(C)c2)nc1C,-8,2.0%
CCn1ccnc1CNC(=O)c1cc(COc2ccc(F)cc2F)on1,2,2.1%
CN(Cc1ccccc1)C(=O)COC(=O)c1cc(-c2ccc(Cl)s2)nc2ccccc12,-10,0.2%
Cc1ccc2[nH]c3c(c2c1)CC/C(=C/c1ccccc1)C3=O,/,-4.0%
COc1ccc(NS(=O)(=O)c2cccc(C(=O)N/N=C(\C)c3ccc(-n4ccnc4)cc3)c2)cc1,7,-1.4%
C(=N\c1nc2ccccc2n1CCN1CCCCC1)/c1ccc2c(c1)OCO2,18,-0.2%
COc1ccc2[nH]c(C)c(CCN(Cc3cccs3)C(=S)Nc3ccccc3OC)c2c1,-7,2.5%
CCOCCCNC(=O)Cn1ncc2c(=O)oc3ccccc3c21,/,-0.9%
O=C(NCc1cccs1)NC1CCCCC1,-5,2.7%

# Compound activity (PubChem BioAssay)
